Source: PubChem BioAssay
Mdm2-MdmX inh: inhibitors of human Mdm2-MdmX association, primary screen, cell-based, luminescence, split luciferase, SaOS-2, uHTS | Protein Mdm4 (Homo sapiens) + E3 ubiquitin-protein ligase Mdm2 (Homo sapiens), … | SaOS-2 split-luciferase Mdm2/MdmX complementation | inhibition, % at 8 µM | hit rate 3% among 330,000 | AID 485346, 2010;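 active = inhibition of at least 50% at 8 µM in the primary screen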
tim23-1 inh: growth inhibitors of tim23-1 mutant yeast, primary screen, luminescence, uHTS; S. cerevisiae tim23-1 growth, BacTiter-Glo luminescence, 24 h; inhibition, % at 20 µM; hit rate 1.3% among 330,000; AID 463212, 2010;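 active = growth inhibition of the mutant yeast at or above 50%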;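 note: temperature-sensitive mutant grown at 25 °C; plate controls were DMSO-treated mutant yeast for no effect and medium wells lacking yeast for full effect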
NALP3 yeast inh: NALP3 inflammasome inhibitors in reconstituted yeast, primary screen, luminescence, uHTS | hit rate 0.39% among 330,000 | Yeast reconstituted NLRP3/ASC/caspase-1, beta-gal luminescence, 24 h | inhibition, % at 10 µM | AID 2825, 2010;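 active = inhibition of 50% or more; inactive = inhibition below 50%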;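 note: plate controls were induced DMSO wells for no effect and uninduced yeast grown without galactose for full effect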
tim10-1 inh: growth inhibitors of tim10-1 mutant yeast, primary screen, luminescence, uHTS | hit rate 2.2% among 330,000 | AID 463190, 2010 | S. cerevisiae tim10-1 ts strain growth, BacTiter-Glo, 24 h | inhibition, % at 20 µM;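 active = inhibition of at least 40%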;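 note: mutant grown at 25 °C; 0% = DMSO wells with yeast and 100% = wells holding no yeast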
XBP1 UPR activ: activators of adaptive XBP1 UPR arm, primary screen, cell-based, CHO-XBP1 luciferase reporter, luminescence, uHTS; activation, % at 20 µM; IRE1-XBP1 UPR activation; percent of tunicamycin response, DMSO as zero; AID 463104, 2010; hit rate 0.33% among 330,000;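 active = versus positive control, 20 µM dose yields 30% or more activation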;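 note: 100% = tunicamycin at 10 µg/mL and 0% = DMSO only wells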
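Assay system: CHO-XBP1 luciferase reporter cells; Schedule: 6 h treatment, 37 °C; Detection: glow luminescence from Steady-Glo reagent; Benchmarks: high control tunicamycin 10 µg/mL final, low control DMSO vehicle only.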
NR3A LBD binder: binders of NR3A ligand-binding domain, primary screen, biophysical, differential scanning fluorimetry, uHTS; Glutamate receptor ionotropic, NMDA 3A (GRIN3A) ligand-binding domain; hit rate 2.5% among 340,000; AID 1259313, 2017; NR3A LBD differential scanning fluorimetry, Tm shift; 0% = protein alone, 100% = glycine-bound protein; Tm shift relative to glycine control, % at 25 µM;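 active = melting temperature shift of at least 10% of the positive control shift, at one fixed dose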
TIM10 inh: growth inhibitors of isogenic TIM10 control yeast, primary screen, counter-screen for tim10-1 yeast inhibitor project, luminescence, uHTS; S. cerevisiae TIM10 strain growth, BacTiter-Glo luminescence, 24 h; inhibition, % at 10 µM; hit rate 1.4% among 330,000; AID 463195, 2010;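 active = inhibition of 40% or more at the single tested concentration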;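 note: wild-type TIM10 isogenic control strain grown at permissive 25 °C; 0% = DMSO yeast wells and 100% = minimal medium wells without yeast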
CHOP UPR activ: activators of apoptotic CHOP UPR arm, primary screen, cell-based, CHO-CHOP luciferase reporter, luminescence, uHTS; hit rate 0.34% among 330,000; activation, % at 10 µM; UPR activation; percent of tunicamycin response over DMSO baseline;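 active = at 10 µM dose, activation of 40% or more, normalized to positive control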;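 note: 100% = tunicamycin at 10 µg/mL and 0% = DMSO alone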
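System: CHO-CHOP luciferase reporter cell line | Buffer or medium: F12 medium containing 10% fetal bovine serum | Doses: One dose, 10 µM in 0.5% DMSO | Times: 6 h compound exposure at 37 °C after overnight seeding | Signal: Luciferase luminescence | Read-out: % activation vs tunicamycin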
APJ agonist: agonists of human apelin receptor APJ, primary screen, CHO-K1 cells, PathHunter beta-arrestin, luminescence; hit rate 0.11% among 330,000; 0% DMSO wells, 100% apelin; activation, % at 20 µM; P35414; AID 2520, 2010;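 active = activation more than six SD over the plate average, tested at 20 µM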;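 note: 0% = DMSO alone and 100% = apelin-13 at 10 nM; some results filed as inactive read as strong as hits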
Target sequence (P35414 whole entry, looked up): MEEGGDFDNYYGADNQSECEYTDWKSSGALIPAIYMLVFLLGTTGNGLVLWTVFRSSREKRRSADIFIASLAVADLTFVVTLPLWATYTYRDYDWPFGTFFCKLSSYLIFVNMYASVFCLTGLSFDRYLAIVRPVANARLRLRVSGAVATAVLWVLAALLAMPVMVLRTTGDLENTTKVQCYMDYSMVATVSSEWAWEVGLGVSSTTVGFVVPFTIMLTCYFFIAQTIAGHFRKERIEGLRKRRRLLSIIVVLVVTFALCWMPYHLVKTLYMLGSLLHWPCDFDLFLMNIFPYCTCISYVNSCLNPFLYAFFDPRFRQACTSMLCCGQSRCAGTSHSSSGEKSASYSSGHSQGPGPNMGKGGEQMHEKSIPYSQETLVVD
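Material: engineered CHO-K1 APJ arrestin reporter cells; amount: 1000 CHO-K1 reporter cells seeded per well; incubation: compound stimulation 90 min at 25 °C, detection 60 min; signal: luminescent beta-gal fragment complementation, chemiluminescent substrate; read-out basis: APJ agonist activity; controls: DMSO-only wells as negative, 10 nM Apelin-13 as positive control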
* marks the source's active call; other numbers are inactive results.

`Cc1cc(C)c(C(=O)c2ccc(C(=O)N3CCCCC3)cc2)c(C)c1` gave Mdm2-MdmX inh 23, tim23-1 inh 35, NALP3 yeast inh 44, tim10-1 inh 22, XBP1 UPR activ -3, NR3A LBD binder -4, TIM10 inh 11, CHOP UPR activ -0.9 and APJ agonist -4.
For CN1CCN(c2oc(-c3cccs3)nc2S(=O)(=O)c2ccccc2)CC1 the results were Mdm2-MdmX inh 14, tim23-1 inh -3, NALP3 yeast inh 11, tim10-1 inh -3, XBP1 UPR activ -3, NR3A LBD binder 0, TIM10 inh -10, CHOP UPR activ -0.3 and APJ agonist -2.
For CCCCn1c(NCCO)nc2ccccc21 the results were Mdm2-MdmX inh -5, tim23-1 inh 8, NALP3 yeast inh 25, tim10-1 inh -7, XBP1 UPR activ -5, NR3A LBD binder 0, TIM10 inh -7, CHOP UPR activ -0.5 and APJ agonist -5.
Screening CCCCn1c(SCC(=O)Nc2nnc(CC)s2)nc2c1c(=O)n(C)c(=O)n2C returned Mdm2-MdmX inh 17, tim23-1 inh -5, NALP3 yeast inh 8, tim10-1 inh 12, XBP1 UPR activ -2, NR3A LBD binder 1, TIM10 inh 7, CHOP UPR activ -0.9 and APJ agonist -6.
O=C(COc1ccc2c(c1)OCO2)Nc1nncs1 was read as Mdm2-MdmX inh 12, tim23-1 inh 18, NALP3 yeast inh 0, tim10-1 inh 12, XBP1 UPR activ -4, NR3A LBD binder -1, TIM10 inh 0, CHOP UPR activ 0.3 and APJ agonist -2.
For Cc1ccc(C(=O)OCc2cc3ccccc3[nH]c2=O)cc1 the results were Mdm2-MdmX inh 11, tim23-1 inh -1, NALP3 yeast inh 10, tim10-1 inh 5, XBP1 UPR activ 0, NR3A LBD binder 1, TIM10 inh -2, CHOP UPR activ -2.2 and APJ agonist -2.
Screening CCOC(=O)c1c(CN2CCOCC2)oc2ccc(OC(C)=O)cc12 returned Mdm2-MdmX inh 14, tim23-1 inh 1, NALP3 yeast inh 21, tim10-1 inh -1, XBP1 UPR activ -2, NR3A LBD binder 6, TIM10 inh -10, CHOP UPR activ -0.4 and APJ agonist -3.
O=C(NCCNC(=O)c1cc(Cl)ccc1Cl)c1ccco1 was read as Mdm2-MdmX inh 13, tim23-1 inh 8, NALP3 yeast inh 19, tim10-1 inh -17, XBP1 UPR activ 3, NR3A LBD binder 0, TIM10 inh 2, CHOP UPR activ -0.3 and APJ agonist -1.
Screening CC(NC(=S)NCc1ccc(F)cc1)C12CC3CC(CC(C3)C1)C2 (centres undefined) returned Mdm2-MdmX inh 0, tim23-1 inh 11, NALP3 yeast inh 25, tim10-1 inh 9, XBP1 UPR activ -1, NR3A LBD binder 4, TIM10 inh 18, CHOP UPR activ 0.0 and APJ agonist -4.
Screening COCCOC(=O)c1[nH]c2c(c1C)C(=O)CC(c1ccc(OC)c(OC)c1)C2 (centres undefined) returned Mdm2-MdmX inh 22, tim23-1 inh 21, NALP3 yeast inh 4, tim10-1 inh 15, XBP1 UPR activ -1, NR3A LBD binder 2, TIM10 inh 8, CHOP UPR activ -1.2 and APJ agonist -2.
Cc1oc(-c2ccccc2Cl)nc1CSc1nc2c(c(=O)[nH]1)CCCC2 was read as Mdm2-MdmX inh 31, tim23-1 inh -5, NALP3 yeast inh -10, tim10-1 inh 20, XBP1 UPR activ -1, NR3A LBD binder -1, TIM10 inh 27, CHOP UPR activ -2.6 and APJ agonist -6.
O=C(Nc1ncn[nH]1)c1ccc(Cl)cc1Cl was read as Mdm2-MdmX inh -8, tim23-1 inh 13, NALP3 yeast inh 8, tim10-1 inh -8, XBP1 UPR activ 0, NR3A LBD binder -2, TIM10 inh -12, CHOP UPR activ 0.7 and APJ agonist -2.
For Cc1ccc(C(=O)/C=C/c2ccc(Br)cc2)o1 the results were Mdm2-MdmX inh 24, tim23-1 inh 7, NALP3 yeast inh 46, tim10-1 inh 1, XBP1 UPR activ 17, NR3A LBD binder 1, TIM10 inh 3, CHOP UPR activ 11 and APJ agonist 2.
`COc1ccccc1CCNC(C)CCc1ccc(O)cc1` (centres undefined) gave Mdm2-MdmX inh 11, tim23-1 inh -10, NALP3 yeast inh 17, tim10-1 inh -15, XBP1 UPR activ -3, NR3A LBD binder 1, TIM10 inh -16, CHOP UPR activ 0.6 and APJ agonist 0.
For O=c1nc(N2CCCCC2)nc2n1CCO2 the results were Mdm2-MdmX inh 8, tim23-1 inh 7, NALP3 yeast inh 1, tim10-1 inh -3, XBP1 UPR activ 0, NR3A LBD binder -1, TIM10 inh -7, CHOP UPR activ 1.0 and APJ agonist -2.
For Cc1ccc(SCc2c(-c3ccccc3)nn(C)c2Cl)cc1 the results were Mdm2-MdmX inh 14, tim23-1 inh 3, NALP3 yeast inh 13, tim10-1 inh 4, XBP1 UPR activ -2, NR3A LBD binder 1, TIM10 inh 2, CHOP UPR activ -2.2 and APJ agonist -3.
Screening CC(C)[C@H](NC(=O)NCc1ccc(F)cc1)C(=O)O returned Mdm2-MdmX inh -2, tim23-1 inh 14, NALP3 yeast inh 3, tim10-1 inh -8, XBP1 UPR activ 0, NR3A LBD binder -2, TIM10 inh 24, CHOP UPR activ 0.2 and APJ agonist -2.
`CC(C)N1CCC(N2CCN(CCCn3cccn3)CC2CCO)CC1` (centres undefined) gave Mdm2-MdmX inh 2, tim23-1 inh 6, NALP3 yeast inh -9, tim10-1 inh 8, XBP1 UPR activ -3, NR3A LBD binder 0, TIM10 inh -25, CHOP UPR activ -3.0 and APJ agonist -3.
Screening O=C(CNC(=O)c1cccs1)Nc1ncccc1O returned Mdm2-MdmX inh 39, tim23-1 inh 11, NALP3 yeast inh 14, tim10-1 inh 4, XBP1 UPR activ 4, NR3A LBD binder 1, TIM10 inh 10, CHOP UPR activ 0.7 and APJ agonist 4.
S=C(NCc1ccc(Cl)cc1)Nc1ccncc1 was read as Mdm2-MdmX inh 8, tim23-1 inh -34, NALP3 yeast inh 11, tim10-1 inh 2, XBP1 UPR activ -6, NR3A LBD binder -1, TIM10 inh 7, CHOP UPR activ 4.4 and APJ agonist 21.
For CCC(C)NC(=O)Cn1c(=O)n(-c2ccc(OC)cc2)c(=O)c2ccc(C(=O)NCc3ccc(C)cc3)cc21 (centres undefined) the results were Mdm2-MdmX inh 1, tim23-1 inh 8, NALP3 yeast inh 4, tim10-1 inh 10, XBP1 UPR activ 0, NR3A LBD binder -1, TIM10 inh -15, CHOP UPR activ -0.8 and APJ agonist -3.
Screening Cc1cc(NC(=O)c2c(Cl)c(C)nn2C)no1 returned Mdm2-MdmX inh -2, tim23-1 inh -9, NALP3 yeast inh 20, tim10-1 inh 5, XBP1 UPR activ 2, NR3A LBD binder -1, TIM10 inh 2, CHOP UPR activ -0.8 and APJ agonist 3.
Screening CCOc1ccc(C(=O)Nc2ccccc2N2CCN(C(=O)c3ccccc3)CC2)cc1[N+](=O)[O-] returned Mdm2-MdmX inh 22, tim23-1 inh 8, NALP3 yeast inh -3, tim10-1 inh 28, XBP1 UPR activ 1, NR3A LBD binder -2, TIM10 inh 12, CHOP UPR activ 4.9 and APJ agonist 0.
For OCC1OC(n2nnc3ccccc32)C(O)C(O)C1O (centres undefined) the results were Mdm2-MdmX inh 10, tim23-1 inh 7, NALP3 yeast inh 6, tim10-1 inh 5, XBP1 UPR activ -1, NR3A LBD binder 4, TIM10 inh 10, CHOP UPR activ -1.1 and APJ agonist -1.
Cc1ccc(/C=N/NC(=O)c2csc(C)c2)o1 was read as Mdm2-MdmX inh -6, tim23-1 inh 6, NALP3 yeast inh -10, tim10-1 inh 2, XBP1 UPR activ 4, NR3A LBD binder 0, TIM10 inh 13, CHOP UPR activ 3.6 and APJ agonist -1.
CCOP(=O)(OCC)C(Nc1ccc(C)cc1)c1ccco1 (centres undefined) was read as Mdm2-MdmX inh -13, tim23-1 inh 31, NALP3 yeast inh 12, tim10-1 inh -4, XBP1 UPR activ 4, NR3A LBD binder -1, TIM10 inh 8, CHOP UPR activ -0.9 and APJ agonist -3.
Screening COc1ccccc1NS(=O)(=O)c1cc(NC(=O)c2[nH]c(C)c(C(C)=O)c2C)ccc1N1CCOCC1 returned Mdm2-MdmX inh 61*, tim23-1 inh 22, NALP3 yeast inh 0, tim10-1 inh 13, XBP1 UPR activ 6, NR3A LBD binder 1, TIM10 inh -5, CHOP UPR activ 1.9 and APJ agonist -3.
Screening CCN1CCN(CC(=O)N/N=C/c2ccc(F)cc2F)CC1 returned Mdm2-MdmX inh 15, tim23-1 inh 7, NALP3 yeast inh 11, tim10-1 inh 12, XBP1 UPR activ -1, NR3A LBD binder 1, TIM10 inh -1, CHOP UPR activ -0.4 and APJ agonist -2.
For O=C(COC(=O)c1ccc([N+](=O)[O-])o1)Nc1cccc(S(=O)(=O)N2CCCCC2)c1 the results were Mdm2-MdmX inh 21, tim23-1 inh -13, NALP3 yeast inh 6, tim10-1 inh 14, XBP1 UPR activ -2, NR3A LBD binder -8, TIM10 inh 16, CHOP UPR activ 0.2 and APJ agonist -5.
C=CC[C@@H](CC(=O)N[C@H](CO)Cc1ccccc1)C(=O)N[C@H](C)COC(=O)[C@@H](CC=C)Cc1ccc(F)cc1 was read as Mdm2-MdmX inh 25, tim23-1 inh 2, NALP3 yeast inh 19, tim10-1 inh -1, XBP1 UPR activ -3, NR3A LBD binder -3, TIM10 inh 4, CHOP UPR activ -0.9 and APJ agonist -3.
For CNC(=O)/C=C/c1cccc(C(F)(F)F)c1 the results were Mdm2-MdmX inh -8, tim23-1 inh 21, NALP3 yeast inh 14, tim10-1 inh 3, XBP1 UPR activ 1, NR3A LBD binder -1, TIM10 inh -5, CHOP UPR activ 1.0 and APJ agonist 0.
For O=[N+]([O-])c1ccc(Cl)c(/C=N/n2c(C3CCCCC3)n[nH]c2=S)c1 the results were Mdm2-MdmX inh 24, tim23-1 inh 18, NALP3 yeast inh 14, tim10-1 inh 25, XBP1 UPR activ 0, NR3A LBD binder 0, TIM10 inh 15, CHOP UPR activ 0.3 and APJ agonist 1.
